Wnt act: Wnt/beta-catenin pathway activators, primary screen, cell-based, plate reader, single point; Wnt/beta-catenin reporter cell assay, activator; activation, % at 9.35 µM; hit rate 1.2% among 300,000; in the data active = activation above about 30%, passing the limit was not always enough; inconclusive = no clear call, values can overlap the other calls;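 also: 0% = neutral control wells and 100% = positive control wells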
MITF act: activators of MITF-driven TRPM1 promoter reporter, primary screen, cell-based, SK-MEL-5, luciferase, single point; SK-MEL-5 TRPM1-promoter luciferase, 24 h; % of positive control, neutral wells = 0; activation, % at 12.5 µM; hit rate 0.75% among 300,000; AID 588334, 2011;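 active = mean activation of at least 80% with every replicate also reaching 80%; inconclusive = mean reaches 80% but some replicate falls short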;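 also: 0% = neutral control wells and 100% = parthenolide positive control wells; values of inactives mirror those of a sister screen read the other way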
dFosB activator: activators of delta FosB homodimer, primary screen, biochemical, fluorescence polarization, TAMRA-CDK5 oligo, single point | purified delta FosB; percent of positive-control signal above neutral wells | AID 493131, 2011 | hit rate 0.99% among 340,000 | activation, % at 25 µM | Protein FosB (Mus musculus), P13346;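 active = mean activation above about 17%, with every replicate also reaching it, limit read from the data, passing the limit was not always enough; inconclusive = only one of the two conditions met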;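 also: fluorescence polarization rise as delta FosB binds a TAMRA Cdk5 AP-1 oligo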
V-ATPase pH: regulators of yeast V-ATPase proton pumping, primary screen, pHLuorin cytosolic pH fluorescence. S. cerevisiae. hit rate 0.37% among 350,000. response, % at 10 µM; in the data active = response mostly above about 7.3%, no sharp cut-off; inactive = mostly below about 5.4%; also: actives read high; inactives centre near 0; some compounds called inactive have numbers as strong as hits
CAL PDZ FP-1: CAL PDZ peptide-binding inhibitors, primary screen, biochemical, fluorescence polarization, Cer-tagged CAL PDZ, HTS; inhibition, % at 20 µM; hit rate 0.02% among 330,000; AID 504414, 2011; purified CAL PDZ, TMR-peptide fluorescence polarization, 1 h; Golgi-associated PDZ and coiled-coil motif-containing protein (Homo sapiens), Q9HD26;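 active = highest replicate inhibition of at least 40%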;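 also: plate controls were DMSO neutral control wells for no effect and unlabeled competitor peptide control wells for full effect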
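Test system: tagged CAL PDZ domain / Buffer or medium: sodium phosphate/NaCl buffer pH 7.4 with TCEP, IgG, Thesit / Reagent: TMR-labelled reporter peptide T*-PRC34 bound in PDZ groove / Compound dosing: single point, 20 µM / Schedule: 1 h incubation at room temperature before polarization reading / Technique: fluorescence polarization (mP) / Benchmarks: unlabelled peptide, DMSO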
CDK5 p35 inh: inhibitors of human CDK5/p35 kinase, primary screen, biochemical, single concentration; Recombinant CDK5/p35, ADP-Glo luminescence, 60 min; inhibition, % at 10 µM; Cyclin-dependent kinase 5 (Homo sapiens) + Cyclin-dependent kinase 5 activator 1 (Homo …; hit rate 0.01% among 330,000;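 active = highest replicate inhibition of at least 50% and at least 75% of replicates reaching 50%; inconclusive = only one of the two criteria met; inactive = both criteria failed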;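 also: plate controls were DMSO neutral control for no effect and GW8510 at 10 µM for full effect; many of its hits are not listed in these tables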
Target sequence (Q00535 whole entry, looked up): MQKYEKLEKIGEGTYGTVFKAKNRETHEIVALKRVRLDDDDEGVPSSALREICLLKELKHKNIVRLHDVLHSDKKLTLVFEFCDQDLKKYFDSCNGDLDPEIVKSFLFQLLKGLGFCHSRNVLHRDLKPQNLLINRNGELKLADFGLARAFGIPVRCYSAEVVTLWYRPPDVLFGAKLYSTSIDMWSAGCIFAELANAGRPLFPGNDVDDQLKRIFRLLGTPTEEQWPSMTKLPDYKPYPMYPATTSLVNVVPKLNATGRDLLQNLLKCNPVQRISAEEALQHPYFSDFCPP
Target sequence (Q15078 whole entry, looked up): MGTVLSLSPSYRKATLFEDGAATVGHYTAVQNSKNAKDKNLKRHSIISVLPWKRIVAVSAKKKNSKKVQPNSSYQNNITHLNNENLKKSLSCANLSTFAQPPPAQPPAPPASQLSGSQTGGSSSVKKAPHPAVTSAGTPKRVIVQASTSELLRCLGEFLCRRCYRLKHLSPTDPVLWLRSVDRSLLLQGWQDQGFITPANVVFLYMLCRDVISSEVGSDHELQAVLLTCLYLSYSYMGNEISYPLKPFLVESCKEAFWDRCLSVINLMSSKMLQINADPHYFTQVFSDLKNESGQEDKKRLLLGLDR
Rtt109 Vps75: inhibitors of C. albicans Rtt109/Vps75 HAT, primary screen, biochemical, ThioGlo CoA-SH fluorescence, plate reader. Histone acetyltransferase RTT109 (Candida albicans (strain SC5314 / ATCC MYA-2876)), …. hit rate 0.16% among 330,000. AID 540336, 2011. inhibition, % at 34.9 µM. purified Rtt109/Vps75, 4 h;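 active = inhibition of at least 50% in every replicate; inconclusive = best replicate reaches 50% inhibition but some replicates fall short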
Target sequence (Q5AAJ8 whole entry, looked up): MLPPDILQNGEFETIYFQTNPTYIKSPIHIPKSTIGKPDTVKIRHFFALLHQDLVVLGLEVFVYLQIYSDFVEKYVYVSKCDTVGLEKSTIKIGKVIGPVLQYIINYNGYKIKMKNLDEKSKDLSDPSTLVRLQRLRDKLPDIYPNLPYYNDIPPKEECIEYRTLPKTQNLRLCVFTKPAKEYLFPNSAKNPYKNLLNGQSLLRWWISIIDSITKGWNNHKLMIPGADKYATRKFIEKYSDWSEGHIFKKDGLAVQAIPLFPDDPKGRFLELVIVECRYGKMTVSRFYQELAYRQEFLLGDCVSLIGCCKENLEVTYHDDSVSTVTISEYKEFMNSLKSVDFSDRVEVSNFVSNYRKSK
cardiac RTF act: cardiac RTF calcium sensitivity activators, primary screen, biochemical, IANBD-TnC fluorescence, EC20 calcium; IANBD-labeled TnC RTF fluorescence at EC20 calcium; 0% EC20 calcium, 100% full calcium; activation, % at 7.2 µM; hit rate 0.24% among 340,000;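 active = activation above the mean over all tested compounds plus 3 SD, cut at about 30% in these data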;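 also: rise in fluorescence read as greater calcium sensitivity of cardiac thin filaments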
CAL PDZ FP-2: untagged CAL PDZ binding inhibitors, primary screen, biochemical, fluorescence polarization, HTS; purified CAL PDZ, TMR-peptide fluorescence polarization, 1 h; Golgi-associated PDZ and coiled-coil motif-containing protein (Homo sapiens), Q9HD26; inhibition, % at 24.9 µM; AID 602252, 2012; hit rate 0.92% among 300,000;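 active = mean inhibition of at least 30% with at least half of replicates also reaching 30%; inconclusive = no clear call, values can overlap the other calls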;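 also: 0% = DMSO neutral control and 100% = excess unlabeled competitor peptide PRC23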
Tat transport: E. coli Tat export inhibitors, primary screen, MC4100, TorA-mCherry reporter, fluorescence, single point; inhibition, % at 10 µM; hit rate 0.036% among 340,000; AID 488895, 2010;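 active = mean replicate inhibition at least 50% and at least half of replicates individually reaching 50%; inconclusive = only one of the two criteria met; inactive = neither criterion met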;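 also: exported cargo escapes ClpAP degradation while cytoplasmic cargo is degraded and loses fluorescence; 0% = median of neutral control wells and 100% = median of NaSCN control wells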
* hit, by the source's call; u = inconclusive; x = not tested or not shown. Hits appear at their usual frequency, and some 4.1% of all compounds hit somewhere here.

Wnt act,MITF act,dFosB activator,V-ATPase pH,CAL PDZ FP-1,CDK5 p35 inh,Rtt109 Vps75,cardiac RTF act,CAL PDZ FP-2,Tat transport,Compound
x,0,5,-1,-0.6,-1.2,10,-2,-3,-11,Cc1ccc(NC(=O)COC(=O)C2=COCCO2)cc1
-1,1,-2,3,-1.4,0.0,2,-1,-1,1,C=CCn1cc(Cl)c(=O)n(CC=C)c1=O
-2,-7,4,0,-0.3,2.0,6,6,-2,-4,CN1CCCN(C(=O)c2cccc3ccccc23)CC1
x,10,0,3,-0.3,-0.5,7,7,2,-3,Cn1cnnc1SCc1ccccc1
-5,-2,0,1,0.6,-0.2,-3,3,2,-2,COc1ccc(CCN2C(=O)CC(NNC(=O)c3cccc(O)c3)C2=O)cc1 (stereo not given)
x,4,-9,5,-0.8,-0.8,-1,2,0,7,Cc1nn(Cc2ccccc2)c(C)c1C(=O)OCC(=O)c1cc(C)n(C2CC2)c1C
-1,6,8,-4,-2.5,-0.8,5,-4,0,-13,COC(=O)c1cc(S(=O)(=O)NCC2CCN(Cc3cccc(Cl)c3)CC2)c[nH]1
-2,0,-2,2,0.6,0.3,1,-2,-2,-5,Cc1nnc(SCC(=O)NCc2ccccc2)[nH]c1=O
x,x,-3,3,-1.9,-0.1,11,-3,0,21,Cc1ccc(Cl)cc1N1CCN(C(=O)CSc2nnc3n2C(C)(C)Cc2ccccc2-3)CC1
2,22,-14,-2,0.3,0.0,-4,2,-2,5,COc1ccc(OC)c(-c2cc(C3CCN(C(=O)OC(C)(C)C)CC3)[nH]n2)c1
22,-18,3,-3,-0.6,0.6,-1,1,-1,6,CCN1CCCC1CNC(=O)c1cc2cc(F)ccc2[nH]1 (stereo not given)
5,-13,3,4,-0.3,2.1,-3,-4,6,3,CC1CCCCC1NC(=O)COC(=O)c1ccc2c(c1Cl)C(=O)c1ccccc1C2=O (stereo not given)
-1,8,u,-1,-2.4,0.3,2,-1,-2,-4,O=C(Nc1nc2ccc(F)cc2s1)c1cccc(S(=O)(=O)N2CCc3ccccc32)c1
2,0,-6,-1,-4.4,-0.2,9,-2,-3,-3,COc1ccc(C2C=C(Nc3ccccc3)C(=O)N2c2ccccc2)cc1OC (stereo not given)
-2,-35,-5,-2,-2.4,-4.2,-1,4,-1,0,Cn1nc([N+](=O)[O-])nc1Sc1cccc2cccnc12
x,x,-6,8,0.1,-1.4,-2,1,1,3,COc1ccc(C2=Nn3c(nnc3-c3ccccc3)SC2)cc1OC
1,-7,-2,6,-0.4,0.6,-8,-1,x,-2,Cc1cccc(NC(=O)CN2C(=O)NC3(CCCC3)C2=O)n1
0,4,0,6,-3.5,-4.2,3,2,-3,-10,Cc1ccc(C)c(OCCC(=O)OCC(=O)NCCc2ccc(S(N)(=O)=O)cc2)c1
x,6,-6,2,-1.6,0.1,9,-4,-5,-7,CCCc1nnc(NC(=O)CCC(=O)N2CCN(c3ccccn3)CC2)s1
11,21,-1,-2,-0.5,2.0,0,-2,0,-2,CCCN1CCN(C(=O)c2ccc(F)c(S(=O)(=O)N3CCOCC3)c2)CC1
-2,-26,-4,-4,1.1,-1.2,3,3,7,0,Cc1cc(N2CCN(Cc3cn(C)nc3-c3ccccc3F)CC2)cc(C)n1
0,-2,-5,-4,-0.7,-0.2,-3,3,-1,-8,COc1ccc(S(=O)(=O)N2CCN(C)CC2)cc1
-1,2,-2,0,-1.2,2.9,1,5,4,4,COc1ccc(NC(=O)COC(=O)c2ccc(S(=O)(=O)N(C)c3ccccc3OC)cc2)cc1
1,-6,-8,-2,-3.5,0.8,4,-1,-3,-4,NC(=O)C1CCCN(S(=O)(=O)c2ccc3ccccc3c2)C1 (stereo not given)
0,-3,3,-1,0.5,-0.9,2,2,-2,-9,COc1ccc(OC)c(S(=O)(=O)Nc2ccc(OCC(=O)O)cc2)c1
-2,-10,-3,0,-2.1,1.3,2,-3,-2,-3,CCOC1(/N=C(\C)NS(=O)(=O)c2ccc(Cl)cc2)C(C)=CC(=O)C=C1C
-3,x,-7,-5,-3.3,-1.1,-8,5,-2,22,Cc1cc(N2C(=O)CC(Cc3ccc(Cl)cc3)C2=O)no1 (stereo not given)
0,8,1,-2,-0.3,0.3,1,-2,-4,-9,Cn1c(=O)c2[nH]c(CCNC(=O)c3ccccc3)nc2n(C)c1=O
-3,-4,-7,1,-0.4,-1.7,4,-4,x,2,COc1ccc(S(=O)(=O)N2CCCCC2)cc1NC(=O)C1CC(=O)N(Cc2ccco2)C1 (stereo not given)
-3,68,-11,-1,-3.2,-2.4,-8,-2,-3,-5,Cc1ccc(-c2cc(C(=O)NCc3ccccn3)no2)cc1
x,53,-7,3,-1.1,-1.1,-3,0,-2,-1,Fc1ccccc1CSc1nc2ncccc2[nH]1
x,13,-9,-2,-1.4,-0.8,10,3,-3,-2,CCC(=O)Nc1nnc(CCc2ccccc2)s1
x,-8,2,-1,-0.6,-0.4,-5,5,-3,-1,O=C(NCc1ccco1)C1(c2ccc(Cl)cc2)CCCC1
-1,13,-4,3,-3.1,-0.6,14,-4,-4,4,Cc1cc(N2C(=O)C(=O)/C(=C(/O)c3ccc(F)cc3)C2c2ccc(Cl)cc2)no1 (stereo not given)
-1,1,-4,-3,-2.4,0.9,-11,-2,-3,2,O=S(=O)(c1ccc(NC(=S)N/N=C/c2ccc(O)c(O)c2)cc1)N1CCOCC1
0,-7,-6,-1,0.2,1.4,-3,3,-2,-3,Cc1ccc(C(=O)NCc2nnc3c(C(F)(F)F)cc(Cl)cn23)o1
1,-4,1,-1,-1.3,-0.8,-1,2,-5,-10,Cc1ccc2nc(SCC(=O)N3CCN(c4ccccc4)CC3)[nH]c2c1
-3,-2,-8,0,-1.9,1.4,1,11,1,6,Cc1ccc(S(=O)(=O)CCC(=O)OCC(=O)N2c3ccccc3NC(=O)C2(C)C)cc1
0,-4,-15,-1,-0.6,-1.2,-5,-1,-1,-7,COc1ccc(-n2c(SCC(=O)Nc3ccc(Br)cc3)nc(O)cc2=O)cc1
0,9,-3,2,0.0,-0.7,0,-5,0,2,C[C@@H]1C=C[C@](Cc2ccccc2)(C(=O)O)N1C(=O)c1ccccc1

Record cards, as listed above. Order of values: Wnt act | MITF act | dFosB activator | V-ATPase pH | CAL PDZ FP-1 | CDK5 p35 inh | Rtt109 Vps75 | cardiac RTF act | CAL PDZ FP-2 | Tat transport
Results for `COc1ccc(-n2c(SCC(=O)Nc3ccc(Br)cc3)nc(O)cc2=O)cc1` → 0 | -4 | -15 | -1 | -0.6 | -1.2 | -5 | -1 | -1 | -7
Results for `Cc1ccc2nc(SCC(=O)N3CCN(c4ccccc4)CC3)[nH]c2c1` → 1 | -4 | 1 | -1 | -1.3 | -0.8 | -1 | 2 | -5 | -10

Next part
Wnt act,MITF act,dFosB activator,V-ATPase pH,CAL PDZ FP-1,CDK5 p35 inh,Rtt109 Vps75,cardiac RTF act,CAL PDZ FP-2,Tat transport,Compound
-1,x,-5,-2,-3.4,-2.7,-22,7,-4,0,S=C1NCCOCCOCCOCCOCCNC(=S)NCCOCCOCCOCCOCCN1
-3,-7,2,1,-1.5,1.7,1,-3,x,1,COc1ccc(Cn2c(C)nc3c(c(=O)c4ccccc4n3C)c2=O)cc1
-10,x,0,-1,-0.5,17,-14,1,x,0,O=C(N/N=C/c1cccs1)c1n[nH]c2c1CCCC2
1,0,-1,3,-0.6,0.2,-5,-3,14,-10,Cc1ccc(NC(=O)CCC(=O)N2CCN(S(=O)(=O)c3ccc(C)cc3)CC2)cc1
5,-5,3,-1,-1.2,-3.1,5,0,-1,4,COc1ccccc1NC(=S)N(CCCN(C)C)Cc1cc2cc3c(cc2[nH]c1=O)OCO3
2,-5,0,-4,0.4,0.5,-1,-1,17,1,CCN1CCN(C(=O)C(C)Sc2nc3nc(C)cc(C)n3n2)CC1 (stereo not given)
-1,5,-4,-11,-2.4,0.9,23,-3,0,1,CCNC(=S)N=Nc1c(O)[nH]c2ccc([N+](=O)[O-])cc12
2,-1,-8,-3,-0.1,-2.2,15,-1,-2,2,O=C(CC1S/C(=N/N=C2CCCCCC2)NC1=O)Nc1ccc(Br)cc1F (stereo not given)
2,-11,-2,-3,0.7,0.2,7,4,-1,9,CN(C)C(=O)Oc1ccc[n+](C)c1
0,1,-1,-4,x,-4.2,-7,9,-1,-1,O=S(=O)(c1ccc(Cl)cc1)N1CCN(S(=O)(=O)N2CCCCCC2)CC1
-2,-12,-12,0,-0.8,-6.5,3,6,-2,5,COCCNc1nnc(SCC(=O)Nc2sc3c(c2C(=O)c2ccccc2)CCCC3)s1
1,9,9,-2,-2.7,0.3,6,-9,-2,-1,CSc1nc(C)c(CCO)c(=O)[nH]1
x,-5,3,-2,-2.1,0.9,0,1,x,1,N#CC1=C(N)OC2=C(C(=O)CCC2)C1Cc1ccccc1 (stereo not given)
-1,-4,3,-1,-2.2,-0.1,-2,-5,-3,-10,COC(=O)c1ccc(C(=O)OC)c(NC(=S)N2CCOCC2)c1
-1,29,1,5,-1.7,0.3,-9,0,-4,-1,Cc1cnc(NC(=O)CSc2ccccc2)s1
x,x,-17,1,-1.3,2.4,0,6,x,-7,Cc1ccccc1C1C(C#N)=C2N=C(N)c3c(sc4c3CCCCC4)N2C2=C1C(=O)CCC2 (stereo not given)
1,7,-2,2,-1.0,1.4,-1,5,x,-5,Cc1cc(C)n(C2CC(=O)N(c3cc(Cl)cc(Cl)c3)C2=O)n1 (stereo not given)
-2,-6,2,1,-3.1,-1.1,-2,-6,-3,-5,CC(C)Cc1nnc(NC(=O)CCC(=O)NCCc2ccc(Cl)cc2)s1
3,8,-15,1,-5.3,-0.2,3,5,x,-8,Cc1cccc(C(=O)Nc2ccc(O)cc2C(=O)O)c1
-5,0,0,0,-2.4,0.2,-20,-3,3,0,CCN(CC)C(=O)NC1CCCCCCC1
0,-1,-2,1,-1.8,-0.4,10,1,-4,10,CCC(Oc1ccccc1)C(=O)NC1CCSC1=O (stereo not given)
1,-1,2,2,-0.3,-1.1,0,-2,-1,4,NC(=O)C(=O)N/N=C/c1c(F)c(F)c(F)c(F)c1F
x,-14,-7,4,2.5,-2.2,9,-1,9,1,CCCCn1nnnc1NCc1ccc(N(CC)CC)cc1
-11,-1,-4,5,-1.4,0.6,-16,-3,1,-2,Cc1nn(C)c(C)c1NC(=O)CSc1nc(C2CC2)nc2c1cnn2-c1ccccc1

Screening data as filed in PubChem BioAssay.
